Assay outcomes from PubChem.
CaV13 FRET inh: Disruptors of the CACNA1D IQ motif to Ca2+-dependent inactivation inhibitor domain association, primary screening, Förster resonance energy transfer in intact living …; inhibition, % at 12.3 µM; HEK cells, CFP/YFP FRET ICDI-IQ, plate reader, 10 min; percent FRET-ratio fall versus neutral wells; AID 743397; 340,000 tested, 0.098% active;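 active = mean replicate inhibition of at least 30% and at least 1% of replicates passing that level; inconclusive = only one of the two criteria is met; inactive = neither criterion is met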;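 note: 0% = median of the neutral control wells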
Glyco luc inh: N-linked glycosylation inhibition; D54 ERlucT glycosylation luciferase reporter, 24 h; percent of 100 nM tunicamycin response; reporter increase, % at 12.5 µM; 360,000 tested, 0.23% active; AID 588692;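 active = mean luciferase reporter signal, scaled so untreated is 0 and the glycosylation-blocking control 100, at or above a set limit in every replicate; inconclusive = mean reaches the limit but not every replicate does; inactive = mean below the limit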;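 note: luciferase carries N-glycosylation sites so blocking glycosylation raises the light; 0% = median of neutral control wells and 100% = median of 100 nM tunicamycin wells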
Vif inh: blocks HIV Vif function; HEK293T cells, Vif self-association by quenched fluorescence, imaging, 24 h; inhibition, % at 7.49 µM; 340,000 tested, 0.35% active; AID 602346; in the data active = inhibition above about 50%, passing the limit was not always enough; inconclusive = no clear call, values can overlap the other calls; inactive = below about 31%; note: some results filed as inactive read as strong as hits
aDG glyco act: increases alpha dystroglycan glycosylation. Pro5-aDG cells, alpha-DG glycosylation AlphaScreen (IIH6); 0% Pro5, 100% B10-LARGE cell signal. activation, % at 10 µM. 360,000 tested, 0.22% active;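 active = activation of at least 8% versus controls, or a plate z-score of at least 8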;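 note: Pro5 are CHO cells carrying HIG-tagged alpha-DG that lacks glycosylation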
H9c2 protect: modulators protecting cardiomyocytes from myocardial damage; H9c2 cardiomyocytes, H2O2 injury protection, ATPLite, 2 h; protection from H2O2 cell death, % at 20 µM; 360,000 tested, 0.63% active; AID 588492;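 active = compounds giving at least 50% protection of heart cells from peroxide-induced death in the single-dose screen, raw or plate-pattern-corrected value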;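 note: 0% = DMSO wells with peroxide and 100% = DMSO wells without peroxide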
PDI inh: PDI (human) enzyme inhibition. P07237. PDI insulin aggregation turbidity, A650, 90 min. inhibition, % at 10 µM. 350,000 tested, 0.052% active. AID 588391;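 active = mean inhibition across replicates of 30% or more, whatever share of single replicates reach that level; inconclusive = mean inhibition below 30% while every single replicate reaches 30%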;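 note: absorbance from insulin aggregation driven by PDI reduction with DTT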
iPSC survival up: increases survival of single human iPS cells | hiPSC single-cell survival, ATPlite luminescence; 100% = ROCK inhibitor wells, 0% = DMSO | survival enhancement, % at 20 µM | 360,000 tested, 0.044% active | AID 602274; in the data active = survival enhancement above about 18%;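 note: cells exposed to compounds for 16 hours before the ATP read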
ABCB6 inh 2: inhibitors of human ABC transporter ABCB6 | K562-ABCB6 porphyrin accumulation, flow cytometry, 1 h; hits give low values | fluorescence ratio to DMSO, % at 10 µM | 360,000 tested, 0.19% active | AID 602162;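 active = fluorescence ratio to DMSO below 75%, the collection mean minus 3 SD; inconclusive = too few cells collected in the well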;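 note: signal is porphyrin accumulated inside mitochondria; 100% equals median channel fluorescence of DMSO control wells; lower ratio means ABCB6 inhibition with less porphyrin fluorescence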
Target sequence (Q9NP58 whole entry, looked up): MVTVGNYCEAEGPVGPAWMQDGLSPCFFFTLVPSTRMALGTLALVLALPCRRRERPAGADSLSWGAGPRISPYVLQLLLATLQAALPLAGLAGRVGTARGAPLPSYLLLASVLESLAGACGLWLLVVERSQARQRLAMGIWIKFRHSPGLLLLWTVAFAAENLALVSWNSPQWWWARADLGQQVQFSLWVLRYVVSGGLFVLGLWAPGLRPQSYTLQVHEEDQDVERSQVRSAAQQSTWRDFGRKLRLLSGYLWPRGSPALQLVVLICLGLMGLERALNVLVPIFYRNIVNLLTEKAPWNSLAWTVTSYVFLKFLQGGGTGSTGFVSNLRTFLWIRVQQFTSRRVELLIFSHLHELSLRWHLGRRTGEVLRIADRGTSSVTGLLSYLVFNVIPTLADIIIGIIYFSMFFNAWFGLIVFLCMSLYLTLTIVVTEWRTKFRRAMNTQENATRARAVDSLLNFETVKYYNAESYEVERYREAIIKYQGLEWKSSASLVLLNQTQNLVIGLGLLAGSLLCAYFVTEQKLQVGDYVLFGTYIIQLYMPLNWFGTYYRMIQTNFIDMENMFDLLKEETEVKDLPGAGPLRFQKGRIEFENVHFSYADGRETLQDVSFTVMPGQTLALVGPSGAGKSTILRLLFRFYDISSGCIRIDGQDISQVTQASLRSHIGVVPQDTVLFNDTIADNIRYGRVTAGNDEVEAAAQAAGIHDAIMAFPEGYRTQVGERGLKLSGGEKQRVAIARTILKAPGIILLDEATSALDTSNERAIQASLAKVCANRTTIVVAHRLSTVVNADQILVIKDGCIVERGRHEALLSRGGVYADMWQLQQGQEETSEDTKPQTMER
m5-HT2A agonist: agonists of mouse serotonin 5-HT2A receptor (HTR2A) | P35363 | CHO-K1 mHTR2A beta-arrestin complementation, luminescence; percent of 30 µM serotonin response | activation, % at 7.6 µM | 360,000 tested, 0.66% active | AID 624169;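 active = activation above a run cutoff, the mean activation of all tested compounds plus 3 SD, cut at about 14% in these data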;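 note: 0% = plate median of compound wells and 100% = 30 µM serotonin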
Granule exo inh: lytic granule exocytosis inhibition; inhibition, % at 10 µM; 360,000 tested, 0.66% active; TALL-104 LAMP-1 surface exposure, flow cytometry; cells stimulated with thapsigargin and PMA; AID 651702;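 active = inhibition above about 55%, limit read from the data; inconclusive = no clear call, values can overlap the other calls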
* = called active by the depositor; i = inactive; u = inconclusive; x = no result given.

SMILES	CaV13 FRET inh	Glyco luc inh	Vif inh	aDG glyco act	H9c2 protect	PDI inh	iPSC survival up	ABCB6 inh 2	m5-HT2A agonist	Granule exo inh
CCOC(=O)C(=NC(C)(C)C)NNc1cc(Cl)ccc1Cl	-6	-1	-2	0.1	-1	-2	-0.4	102	6	6
Cc1c(NC(=O)c2cc(-n3cnnc3)ccc2Cl)cccc1-c1nc2ccccc2s1	-9	-11	-2	0.0	-14	-9	-2.5	95	-7	0
NS(=O)(=O)c1ccc(NC(=S)NC(=O)c2ccco2)cc1	-3	1	-1	0.0	3	-13	-0.6	97	-3	-6
Cc1ccc(/C=C/C(=O)O)cc1S(=O)(=O)Nc1ccccc1C(=O)O	-5	0	-3	0.0	-9	13	3.0	105	-4	0
Cc1cc(Nc2ccc(Cl)cc2)nc(N2CCOCC2)n1	-2	-7	-2	0.0	-4	-4	-0.1	97	-2	5
Cc1c(C(=O)NCc2ccc(Cl)c(Cl)c2)sc(=O)n1Cc1ccc(C(=O)N(C)C)cc1	15	-3	-10	0.2	-9	20	2.8	100	6	6
N#CC1(NC(=O)CN2C(=O)NC(c3ccccc3)(c3ccccc3)C2=O)CCCC1	-4	0	-17	0.5	8	3	-2.1	99	3	-8
CCOC(=O)[C@H]1[C@H]2COc3ccccc3[C@@H]2N2C(=O)c3cc(C)ccc3NC(=O)[C@@]12C	-3	1	3	1.0	7	-1	9.7	101	2	-4
O=C(O)c1[nH]c2ccccc2c1CC(=O)N1CCOCC1	-4	2	21	-0.1	-2	1	-1.6	97	0	-2
O=C(c1cnc(Cl)c(Cl)c1)N1CCN(S(=O)(=O)c2ccc(F)cc2)CC1	-3	2	-9	0.2	-6	7	0.0	98	12	-6
COc1ccc(OC)c(-c2cnc(OC(C)(C)C)nc2OC(C)(C)C)c1	-6	2	17	-0.2	-2	3	-0.7	100	-2	8
COCCn1c(SCC(=O)N2CCc3ccccc3C2)nc2cc(Cl)ccc2c1=O	-7	0	-10	0.5	38	-4	-0.1	90	4	1
CC(=O)Nc1ccc(NC(=O)C2Cc3c(-c4cccc(NC(C)=O)c4)ccnc3O2)cc1 (configuration not stated)	-12	0	11	0.2	25	-7	-2.6	97	5	-4
COc1ccc(CCNC(=O)Nc2cccc([N+](=O)[O-])c2)cc1	-17	-2	0	0.3	-7	0	2.1	96	-4	0
CCOC(=O)c1cnc2nc(N3CCOCC3)nn2c1N	3	4	-4	-0.5	3	0	-0.9	102	-2	-4
CN(CC(=O)Nc1ccc(C(N)=O)cc1)S(=O)(=O)c1ccc2c(c1)OCCO2	-5	0	-8	-0.2	-3	0	1.2	102	2	0
CCN1CCN(C(=S)Nc2ccc(C(C)=O)cc2)CC1	5	3	9	0.2	4	-1	-1.0	91	2	-1
CCc1cc(=O)oc2c3c(cc(OCC(=O)NCc4cccnc4)c12)OC(C)(C)CC3	x	4	-6	-0.1	7	x	0.6	94	1	1
O=C(CSc1nccn1-c1ncc(C(F)(F)F)cc1Cl)c1ccc(Br)cc1	x	-5	-7	0.0	-15	-3	-1.9	104	-1	9
Cn1c(=O)n(C)c2cc(NC(=O)c3ccccc3[N+](=O)[O-])c(Br)cc21	-6	6	-2	-0.3	2	-1	0.8	93	-2	-1
CCOC(=O)/C(O)=C(\C#N)c1nc2ccccc2[nH]1	-3	3	-4	-0.2	17	-6	-1.6	107	0	0
S=C(Nc1ccc(Cl)c(Cl)c1)N1CCOCC1	-4	0	-7	0.1	-2	5	0.4	94	2	0
COc1ccc(NC(=O)CSc2n[nH]c(-c3ccncc3)n2)cc1Cl	-3	2	-9	-0.1	2	8	1.0	101	-4	0
CCC(C)[C@H](NC(=O)C1(c2ccccc2)CCN(C(=O)OC(C)(C)C)CC1)C(=O)N[C@@H](C(=O)O)c1ccccc1 (some centres not stated)	x	-2	-8	-0.2	1	x	-2.8	98	2	-2
CCSc1nnc(NC(=O)Cc2ccccc2OC)s1	-4	1	2	-0.3	0	-14	-0.5	86	-2	0
Oc1c(/C=C/C=C/C=Nc2ccccc2)sc(=S)n1Cc1ccccc1	-5	-1	-2	0.2	18	-3	0.4	129	-1	2
CN(CCC1CCOCC1)C(=O)CC1C(=O)NCCN1Cc1ccoc1 (configuration not stated)	-8	-4	4	0.0	-1	-2	-0.4	99	2	-2
Cc1ccc(C2CC(c3cccs3)=NN2C(=O)CCl)cc1 (configuration not stated)	-6	13	3	-0.1	-7	3	0.0	115	4	-3
CCCOC(=O)c1ccc(S(N)(=O)=O)o1	-3	2	-7	0.2	1	3	1.2	99	1	1
O=C(CCn1c(=O)c2cccn2c2cccnc21)NCCCN1CCN(c2ccc(F)cc2)CC1	-16	0	2	-0.2	2	3	4.4	80	-13	-6
O=C(O)c1ccc(/C=C2\SC(=Nc3ccccc3)N(c3ccccc3)C2=O)cc1	7	-1	x	-0.1	1	-4	2.3	102	-2	2
Cn1cccc1/C=C1\SC(=S)N(NC(=O)c2ccc(F)cc2)C1=O	-4	2	-4	-0.1	0	1	0.1	102	1	-7
C=C(C)/C=N/NC(=S)Nc1ccc(S(=O)(=O)N2CCOCC2)cc1	1	1	2	-0.1	-4	1	0.6	95	1	-1
CN1CCN(C(=O)N2c3ccccc3C=Cc3ccccc32)CC1	x	-6	5	0.6	1	3	4.6	88	0	-2
N#CCc1ccc(NC(=O)Nc2cccc(Cl)c2)cc1	x	-5	-14	1.8	-25	15	0.0	96	-5	-4
CCC(=O)N1CCN(CCN=CC2=C(O)CC(C)(C)CC2=O)CC1	-7	2	-2	-0.2	-3	2	-2.3	96	2	6
O=C(COC(=O)c1ccc(Br)o1)Nc1nc2ccccc2s1	-6	2	-1	-0.1	-10	15	9.4	101	0	10
Cc1nn(CC(=O)OCC(=O)NCCc2ccc(F)cc2)c(C)c1[N+](=O)[O-]	-2	1	-2	0.1	-4	2	1.0	103	3	6
CCC(Sc1nc2ccccc2[nH]1)C(=O)Nc1cc(C)on1 (configuration not stated)	-5	0	-6	3.1	11	13	0.5	106	8	4
COc1ccc(NC(=O)c2cccc(S(=O)(=O)N3CCOCC3)c2)cc1	-2	1	28	0.0	7	11	0.0	99	-2	-7
Cn1c(=O)n(CCC(=O)O)c2ccccc21	0	4	-5	-0.2	0	6	4.9	89	6	-1
CCc1cc(C(=O)OC)c(NC(=O)CC2SC(=NC)N(C)C2=O)s1 (configuration not stated)	-8	2	-7	0.0	0	-6	1.3	104	-2	7
Clc1cccc2sc(N3CCOCC3)nc12	-5	-1	8	-0.1	-24	4	-2.0	i	6	0
CCOc1ccc(N2CC(C(=O)N3CCN(c4ccccn4)CC3)CC2=O)cc1 (configuration not stated)	-7	1	-5	10*	-2	3	-0.4	96	0	-1
CCOC(=O)c1c(NC(=O)CN(CC)CC)sc2c1CCC2	-7	-1	-3	-0.3	-11	-7	-1.4	94	-2	-4
CCS(=O)(=O)c1cc([N+](=O)[O-])c(Sc2ccccc2NC(C)=O)s1	3	8	6	0.1	0	-4	-0.9	96	1	1
CCCCNS(=O)(=O)CCNCc1ccc(OC)cc1	-4	1	-4	-0.1	2	-2	-0.2	101	1	-13
O=c1[nH]c2ccc(NC(=S)Nc3ccc(F)cc3)cc2[nH]1	-16	0	0	0.0	4	10	-0.1	98	-1	0
COc1ccc(S(=O)(=O)NCc2csc(C)n2)cc1OC	-14	-3	-6	0.2	3	-4	-0.3	98	9	10
Cc1nn(CC(=O)NCCN2CCCCC2C)c(=O)c2cc(-c3ccccc3)nn12 (configuration not stated)	-2	-3	-7	1.4	0	3	-0.1	100	-6	18
COc1ccccc1C(=O)OCC(=O)Nc1ccc(Cl)cn1	-4	1	5	0.2	6	-3	0.5	104	0	0
COc1ccc(-c2csc(-c3ccccc3)n2)c(OC)c1	0	-9	4	1.5	-9	-4	-2.4	85	-2	2
C=CC[C@H](CC(=O)N(CCO)Cc1ccccc1)C(=O)NC[C@H](OC(=O)[C@@H](CC=C)CC(=O)OC(C)(C)C)c1ccccc1	-11	1	-16	0.0	9	-4	-0.5	95	-9	52
CCN(CC)S(=O)(=O)c1cccc(-c2nnc(SCc3ncc(-c4ccccc4)o3)n2C)c1	-4	-2	-6	0.0	2	4	2.5	96	-3	5
CN(C)c1ccc(C(=O)C(=O)N2CCN(c3ccccc3)CC2)cc1	-7	x	x	-0.2	x	x	x	x	-3	0
COc1ccc(-c2cc(C(F)(F)F)nc(SCC(=O)N3CCOCC3)n2)cc1OC	1	1	x	0.1	5	-12	-1.8	196	3	-11
COc1ccc(NC(=O)CN2CCN(CC(=O)Nc3ccccc3OC)CC2)c(OC)c1	-17	-3	-7	0.8	-7	7	-0.1	98	2	-38
CCOC(=O)c1ccc(NC(=O)COC(=O)Cc2csc(-c3ccccc3)n2)cc1	-19	1	-5	0.1	1	5	0.7	96	3	-2
Cc1cc(C)cc(Cn2cc(CN3CC(N4CCN(C)CC4)CS3(=O)=O)nn2)c1 (configuration not stated)	-10	x	x	-0.2	x	x	1.3	100	8	0
Cn1c(SCC(=O)NC2CCCCC2)nnc1-c1cccc(N)c1	x	2	12	-0.1	0	-5	-3.6	97	-2	0

Carrying on.
SMILES	CaV13 FRET inh	Glyco luc inh	Vif inh	aDG glyco act	H9c2 protect	PDI inh	iPSC survival up	ABCB6 inh 2	m5-HT2A agonist	Granule exo inh
COc1ccc(OCc2nnnn2-c2ccccc2)cc1	-4	-1	-9	0.3	-3	-1	2.0	102	3	0
Cc1cc(C(F)(F)F)c2c(n1)sc1c(O)cc(=O)[nH]c12	-8	-1	7	0.3	2	6	2.1	98	1	-1
CCOC(=O)N1CCC(NC(=O)c2cc(S(=O)(=O)N3CCCC3)cn2C)CC1	-6	x	x	0.0	6	3	3.4	100	0	-1
Cc1ccccc1NC(=O)CC1SCCNC1=O (configuration not stated)	1	2	0	-0.3	8	-7	-2.6	98	3	1
O=C(NN1C(=O)C2C(c3ccccc3)C=CC(c3ccccc3)C2C1=O)c1cccc(Br)c1 (configuration not stated)	-2	0	-1	0.0	1	-6	0.8	93	1	9
COc1ccc(C2CC(c3ccccc3)=NN2C(=O)COC(=O)c2cc(S(=O)(=O)N3CCOCC3)ccc2Cl)cc1 (configuration not stated)	-6	1	3	0.0	-2	-6	1.7	87	-4	-4
CCc1nc2ccc(C(=O)Nc3cccc(OC)c3)cn2c1N(C)CCCc1ccccc1	-4	-1	-8	0.4	-3	-3	-1.5	97	-6	7
O=C(c1ccc2c(c1)OCCO2)N1CCN(c2ncc(C(F)(F)F)cc2Cl)CC1	-2	-2	-2	-0.1	-6	-3	-0.7	98	6	-6
O=C(NC1CCCC1)C1CCN(S(=O)(=O)c2ccccc2)CC1	-3	2	27	0.0	2	-11	0.0	97	-2	-5
CN(Cc1ccccc1)c1nc2c(c(=O)[nH]c(=O)n2C)n1CCCc1ccccc1	x	u	21	-0.2	22	1	1.1	98	-9	47
COc1ccc(C(CC(=O)Nc2ccccn2)N2Cc3ccccc3C2=O)cc1OC (configuration not stated)	-16	0	1	0.0	0	6	-0.1	98	0	22
